# HT1080 IDH1KD tx: HT-1080 IDH1 knockdown cell toxicity (counter line) | HT-1080 IDH1 knockdown viability, ATP luminescence, 48 h | Potency, µM (top dose mostly 46.1 µM), for the others: at the top dose activity, negative = toxicity, usual class: cytotoxic | actives 2% (n = 360,000) | AID 686971;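 note: 0% = DMSO wells and -100% = cell-free medium wells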
#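 Knockdown cells (IDH1KD HT-1080) received compounds 2 h after plating at 750 cells/well and were kept 48 h at 37 °C in 5% FBS RPMI. A CellTiter-Glo luminescence read gave % activity for curve fitting.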
# GLP-1R agonist: activates the human GLP-1 receptor | P43220 | HEK293 GLP-1R CRE-luciferase, luminescence, 4-6 h; cells express a hypersensitive GLP-1R form | Potency, µM (series often up to 45.6 µM), for the others: top-dose activation, hits mostly activators | actives 0.007% (n = 380,000) | AID 624172; note: % of control where 0% means no effect
# Target sequence (P43220 whole entry, looked up): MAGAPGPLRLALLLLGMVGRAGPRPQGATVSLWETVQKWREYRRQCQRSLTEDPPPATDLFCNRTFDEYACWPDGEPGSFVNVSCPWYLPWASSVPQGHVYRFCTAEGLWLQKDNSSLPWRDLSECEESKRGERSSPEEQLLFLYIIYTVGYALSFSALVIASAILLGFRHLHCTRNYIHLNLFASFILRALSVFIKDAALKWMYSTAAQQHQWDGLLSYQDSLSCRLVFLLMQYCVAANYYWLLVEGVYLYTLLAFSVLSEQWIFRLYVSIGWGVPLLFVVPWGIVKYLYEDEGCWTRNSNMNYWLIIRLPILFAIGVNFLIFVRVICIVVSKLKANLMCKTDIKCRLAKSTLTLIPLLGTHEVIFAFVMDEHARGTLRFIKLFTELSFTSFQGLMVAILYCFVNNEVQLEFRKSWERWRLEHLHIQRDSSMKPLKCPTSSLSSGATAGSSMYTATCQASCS
# KB-3-1 cytotox: kills parental KB-3-1 adenocarcinoma cells | actives 1.4% (n = 400,000) | KB-3-1 viability, CellTiter-Glo ATP luminescence, 72 h | Potency, µM (highest dose often 46.1 µM), for inactives: top-dose activity change, negative = cytotoxic, usual class: cytotoxic; note: % is set by controls: 0 for no effect and ±100 for the full control effect; nearly all actives have a fitted effect of over 60% in size
#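 Parental KB-3-1 adenocarcinoma cells in phenol-red-free DMEM with 10% FBS were pin-treated with compounds at several concentrations, incubated 72 h at 37 °C, and viability read by CellTiter-Glo luminescence; concentration-effect curves were fitted after normalization.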
# SW480 rereplic: induces DNA re-replication in SW480 colon adenocarcinoma cells. SW480 DNA re-replication, Hoechst DNA content imaging, 48 h. Potency, µM (titrated, usually from 46.1 µM), for the others: top-dose re-replication activation, most hits filed as activators. actives 1.8% (n = 340,000); note: % of control where 0% means no effect; nearly all actives have a fitted effect of over 55% in size
#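 Quantitative HTS format with DMSO vehicle controls; 48 hr drug incubation at 37 C, then 40 min Hoechst staining and scanning imager measurement at 405 nm excitation.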
# HT1080-NT tox: kills 2HG-producing HT-1080-NT fibrosarcoma cells; actives 1.6% (n = 360,000); AID 686970; Potency, µM (doses to about 46.1 µM), inactives show at the highest dose activity, negative = less viability, actives largely listed as cytotoxic; HT-1080-NT fibrosarcoma viability, CellTiter-Glo ATP luminescence, 48 h;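 note: NT is the 2HG producing partner of a matched IDH1 knockdown line; 0% = DMSO-treated cells and -100% = media-only wells without cells; nearly all actives have a fitted effect of over 55% in size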
#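 A 48-hour cytotoxicity screen used HT-1080-NT cells plated 2 hours before compound delivery. ATP-based CellTiter-Glo luminescence measured viability, normalized to DMSO and no-cell controls.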
# GLP1R cytotox: cytotoxic in the GLP-1 receptor inverse agonist counter-screen; HEK293 cAMP-luciferase reporter cells, luminescence, 24 h; AID 624418; actives 0.13% (n = 410,000); Potency, µM (series often up to 38.3 µM), for inactives: at the top dose activity change, negative = inhibition, most hits filed as inhibitors;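 note: loss of luciferase light is scored as toxicity; % is set by controls: 0 for no effect and ±100 for the full control effect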
#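 Seeding density was 200 cells/uL; after overnight-length (12 h) culture, 23 nL compounds went on for 24 h at 37 °C. Readout used a luciferase detection reagent, luminescence taken after 12 min at room temperature.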
# TDP-43 yeast inh: inhibitors of TDP-43 toxicity in yeast; actives 1.8% (n = 410,000); Potency, µM (titrated, usually from 46.1 µM), for inactives: at the highest dose growth rescue (activation), usual class: activators; TDP-43 expressing yeast growth rescue, BacTiter-Glo, 24 h; AID 652104; note: % of control where 0% means no effect; nearly all actives have a fitted effect of over 50% in size
#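 Yeast expressing TDP-43 (pregrown in raffinose, seeded at OD600=0.02 in galactose medium) exposed to compounds 24 hr at 30 deg C. Growth read by BacTiter-Glo luminescence; rescue of toxicity appears as increased signal.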
# GLP1R inv ag: inverse agonists of human GLP-1 receptor. P43220. HEK293 GLP-1R CRE-luciferase, luminescence, 24 h; GLP-1R form is constitutively active. Potency, µM (doses to about 38.3 µM), for the others: at the top dose activity change, negative = inhibition, most hits filed as inhibitors. actives 1.6% (n = 410,000); note: % is set by controls: 0 for no effect and ±100 for the full control effect; nearly all actives have a fitted effect of over 55% in size
#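 Inverse agonists were sought by their lowering of basal cAMP reporter luciferase output in HEK293 cells stably carrying constitutively active human GLP-1R, after 24 h compound treatment.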
# KB-V1 cytotox: KB-V1 MDR subline cytotoxicity; AID 1347076; KB-V1 MDR cells viability, CellTiter-Glo, 72 h; Potency, µM (titrated, usually from 46.1 µM), for inactives: at the top dose activity change, negative = cytotoxicity, usual class: cytotoxic; actives 3.4% (n = 400,000); note: % is set by controls: 0 for no effect and ±100 for the full control effect; nearly all actives have a fitted effect of over 60% in size
#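 In this primary screen, KB-V1 cells overexpressing P-gp are incubated with library compounds (lowest to highest concentration) for 72 h at 37 degrees C before a luminescent ATP viability read.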
# Starred values were filed as active, the others as inactive; ? = inconclusive; . = no result given; & = joins results of further samples; [ ] = another dose, or the depositor's remark. Calls come from the whole dose curve; as a rule, active = well fitted curve in the direction sought with a large enough effect; inconclusive = small, poorly fitted or top-dose-only effect, or another doubt; inactive = no such curve, though single readings can be large; an effect the other way counts as inactive or inconclusive. Potency is the fitted concentration of half-maximal effect.
1: Cc1cn(S(=O)(=O)c2ccc(Br)cc2)cn1
2: CC1(C)CC2(CCO1)OC(=O)CC2C(=O)Nc1ccccc1Cl (stereo not given)
3: CC(C(=O)c1ccccc1)n1cnc2ccccc2c1=O (stereo not given)
4: CN(Cc1ccccc1)C(=O)CCS(=O)(=O)c1ccc2c(c1)oc(=O)n2C
5: O=C(Nc1ccccc1)N1CCSc2cc(Cl)ccc21
6: Cc1ccc(NC(=O)Nc2ccccc2)c(Br)c1
7: NNC(=O)C1CC(O)CN1S(=O)(=O)c1ccc(Cl)cc1 (stereo not given)
8: Cc1nnc(SCC(=O)Nc2nnc(-c3ccccc3)o2)s1
9: COc1cc(-c2cc3nc(C)c(C)c(=O)n3[nH]2)cc(OC)c1OC
10: Cc1ccc(-c2nonc2NC(=O)c2ccco2)cc1
Screen / compound no. | 1 | 2 | 3 | 4 | 5 | 6 | 7 | 8 | 9 | 10
HT1080 IDH1KD tx | 24% | -19% | 13% | 28% | -2% | -16% | -6% | -8% | ? | 6%
GLP-1R agonist | -6% | 8% | 1% | 3% | -3% | 1% | 3% | -13% | 3% | -5%
KB-3-1 cytotox | -15% | -2% | 15% | ? | 3% | -18% | 0% | 19% | -6% | 1%
SW480 rereplic | -2% | -94%[inhibitor] | -8% | ? | 0% | -4% | -6% | -7% | 4% | -26%
HT1080-NT tox | 28% | ? | 8% | 10% | 6% | -14% | -11% | -2% | 0% | -1%
GLP1R cytotox | -7% | -26% | 20% | -19%&-3% | -3% | 5% | 3% | 12% | 6% | -19%
TDP-43 yeast inh | 2% | 22% | 15% | -9%&12% | 17% | 17% | 9%[9.22 µM] | -27% | -21% | 25µM*
GLP1R inv ag | 11% | ? | 19% | 15%&-5% | -6% | 25% | 4% | -6% | -1% | -23%
KB-V1 cytotox | 1% | 2% | -11% | -1%&0% | 15% | -29% | -2% | 48% | 2% | -3%

11: Cc1c(C(=O)N2CCCCC2)nnn1-c1nonc1N
12: COc1cccc(NC(=O)CN(C)C(=O)/C=C/c2cn(-c3ccccc3)nc2-c2ccc(OC)c(OC)c2)c1
13: COc1ccc(Cl)cc1NC(=O)N(C)Cc1c(C)nn(C)c1C
14: Cc1ccc(C(=O)NC(=S)N2CCN(C)CC2)cc1Br
15: Cc1ccc(S(=O)(=O)N2CC(=O)N3CCN(CCN)C3C2)cc1 (stereo not given)
16: CC(=O)Nc1ccc(-c2ccnc3c2CC(C(=O)NCCc2ccccc2)O3)cc1 (stereo not given)
17: Cc1cc(C)cc(N(CCC#N)C(=O)CSc2nc3ccccc3c(=O)[nH]2)c1
18: CCOC(=O)C1CCN(C(=S)Nc2cccc(C)c2C)CC1
19: CNC(=O)CSc1nnc(-c2cccnc2)n1-c1ccc(C)cc1
20: O=C1C2CC=C(Cl)CC2C(=O)N1CNc1ccccn1 (stereo not given)
Screen / compound no. | 11 | 12 | 13 | 14 | 15 | 16 | 17 | 18 | 19 | 20
HT1080 IDH1KD tx | 6% | -7% | 2% | 9% | -8% | 0% | -37% | 2% | 15% | -15%
GLP-1R agonist | 3% | 7% | -7% | -5% | -1% | 8% | 12% | 0% | 10% | 3%
KB-3-1 cytotox | -3% | -2% | -8% | 7% | 0% | -1% | -8% | 8% | 19% | 0%
SW480 rereplic | -11% | -10% | 7% | 13% | 2% | . | -1% | -10% | 9% | 2%
HT1080-NT tox | 6% | -9% | 0% | 0% | 0% | -15% | -25% | 5% | 15% | 1%
GLP1R cytotox | -18% | 8% | 0% | ? | 8% | -13% | -3% | -4% | 7% | -1%
TDP-43 yeast inh | 3% | 11% | -24% | 20% | -3% | 8% | -22% | -7% | -15% | 0%
GLP1R inv ag | -6% | -28% | 0% | 25% | 8% | -15% | 2% | -22% | 6% | 0%
KB-V1 cytotox | 1% | 23% | -4% | 1% | 11% | 17% | -14% | -24% | ? | -17%

# Sorted by number of heavy atoms (low to high): part of the list above.
20: O=C1C2CC=C(Cl)CC2C(=O)N1CNc1ccccn1 (stereo not given)
16: CC(=O)Nc1ccc(-c2ccnc3c2CC(C(=O)NCCc2ccccc2)O3)cc1 (stereo not given)
12: COc1cccc(NC(=O)CN(C)C(=O)/C=C/c2cn(-c3ccccc3)nc2-c2ccc(OC)c(OC)c2)c1
Screen / compound no. | 20 | 16 | 12
HT1080 IDH1KD tx | -15% | 0% | -7%
GLP-1R agonist | 3% | 8% | 7%
KB-3-1 cytotox | 0% | -1% | -2%
SW480 rereplic | 2% | . | -10%
HT1080-NT tox | 1% | -15% | -9%
GLP1R cytotox | -1% | -13% | 8%
TDP-43 yeast inh | 0% | 8% | 11%
GLP1R inv ag | 0% | -15% | -28%
KB-V1 cytotox | -17% | 17% | 23%

# Further compounds
entry	Molecule	HT1080 IDH1KD tx	GLP-1R agonist	KB-3-1 cytotox	SW480 rereplic	HT1080-NT tox	GLP1R cytotox	TDP-43 yeast inh	GLP1R inv ag	KB-V1 cytotox
21	O=C(NCC1CCCO1)c1cccc(Oc2ccc([N+](=O)[O-])cc2)c1 (stereo not given)	-4%	-2%	0%	2%	-4%	10%	?	?	?
22	CC(=O)NCCc1cc2ccc(C)c(C)c2[nH]c1=O	9%	-2%	-1%	-16%	-1%	0%	7%	11%	-15%
23	O=[N+]([O-])c1cccc(-c2ccc(C(=S)N3CCOCC3)o2)c1	-10%	31%	?	-9%	-4%	-6%	-14%	-5%	?
24	Cc1cc(C)c(C#N)c(SCC(=O)Nc2ccc(S(=O)(=O)Nc3onc(C)c3C)cc2)n1	7%	6%	2%	-1%	9%	2%	11%	0%	10%
25	Cc1cc(S(=O)(=O)N2CCCCC2)ccc1OCC(=O)N1CCCC1	-2%	5%	1%	-9%	-10%	15%	-24%	11%	?
26	CC(=O)Nc1ccc(NC(=O)C2(C)Cc3c(-c4ccccc4)ccnc3O2)cc1 (stereo not given)	7%	-3%	0%	.	?	-7%	8%	6%	-3%
27	CCCCN(C(=O)CC1CCCC1)c1c(N)n(Cc2ccccc2)c(=O)[nH]c1=O	-1%	-1%	11%	.	-5%	-12%	-21%	10%	-4%
28	Cn1nc(C(=O)Nc2ccc(Cl)c(S(=O)(=O)N3CCOCC3)c2)c2ccccc2c1=O	0%	-1%	1%	-6%	-2%	-14%	-22%	-8%	8%
29	COc1ccc(OCCC(=O)NCC23CC4CC(CC(C4)C2)C3)cc1	-13%	27%	0%	-10%	-6%	-7%	28%	?	0%
30	CCOC(=O)[C@]12CCCC=C1N(Cc1cccc3ccccc13)C(=O)[C@H](CC(=O)NCCCCc1ccccc1)C2	-12%	-4%	-26%	.	-25%	-6%	13%	?	?
31	CCn1cc(CN2CCN(Cc3ccccc3)C(CCO)C2)c2ccccc21 (stereo not given)	?	0%	-16%	28%	-29%	-23%	-5%	10µM*	5%
32	Cc1ccc(C(=O)c2c[nH]c(C(=O)NCCCN3CCOCC3)c2)cc1	-2%	-10%	4%	-3%	4%	-24%	-15%	0%	?
33	Cc1cccc(/C=C/c2onc(C)c2S(=O)(=O)N2CCC(C(=O)N3CCCCCC3)CC2)c1	-3%	-4%	-20%	?	-7%	-3%	-17%	2.8µM*	4%
34	Cc1ccc(C(NC(=O)NN2CCN(C)CC2)C(Cl)Cl)cc1F (stereo not given)	-1%	14%	3%	-13%	-2%	11%	-7%	?	-18%
35	COc1ccc(OCCCC(=O)ON=C(N)c2ccccc2C)cc1	13%	-5%	2%	0%	15%	-17%	?	?	10%
36	Cc1ccc(N2CCN(C(=S)c3ccc(N(C)C)cc3)CC2)cc1	-20%	-1%	16%	11%	-24%	6%	17%	0%	1%
37	O=C(CSc1nc2ccc(Cl)cc2[nH]1)Nc1ccc2c(c1)CCC2	-3%	6%	5%	-2%	-3%	3%	-24%	?	?
38	Cc1ccc(N2C(=O)N(CC(=O)Nc3cccc(Cl)c3)C(=O)C2C)cc1 (stereo not given)	-4%	-3%	0%	-13%	9%	-1%	22%	?	?
39	COc1cccc(CN(C)C(=O)CCc2nnc(-c3ccsc3)o2)c1	0%	11%	-4%	1%	21%	-8%	28%	-14%	-17%
40	O=C(O)c1cccc(N2CCCCS2(=O)=O)c1	-2%	-12%	-1%	-2%	0%	-1%	-5%	-2%	11%
41	COc1ccccc1C(=O)Nc1cc2ccccc2oc1=O	-2%	-4%	11%	-3%	7%	1%	19%	11%	-16%
42	COc1cc(CO)c(OC)c([N+](=O)[O-])c1	0%	-1%	9%	-2%	-7%	-16%	14%	9%	0%
43	COc1ccc(C)cc1N(CC(=O)Nc1cccnc1)S(=O)(=O)c1ccc(C)cc1	-11%	12%	20%	8%	-9%	-14%	-11%[0.397 µM]	?	-29%
44	O=C(Cc1ccc2cccnc2c1)c1ccc(O)cc1O	1%	2%	-9%	5%	3%	7%	-18%	16%	6%

# Part of the list above, with values under each structure:
# Screens in order: HT1080 IDH1KD tx, GLP-1R agonist, KB-3-1 cytotox, SW480 rereplic, HT1080-NT tox, GLP1R cytotox, TDP-43 yeast inh, GLP1R inv ag, KB-V1 cytotox
36. Cc1ccc(N2CCN(C(=S)c3ccc(N(C)C)cc3)CC2)cc1
 : -20%, -1%, 16%, 11%, -24%, 6%, 17%, 0%, 1%
38. Cc1ccc(N2C(=O)N(CC(=O)Nc3cccc(Cl)c3)C(=O)C2C)cc1 (stereo not given)
 : -4%, -3%, 0%, -13%, 9%, -1%, 22%, ?, ?
37. O=C(CSc1nc2ccc(Cl)cc2[nH]1)Nc1ccc2c(c1)CCC2
 : -3%, 6%, 5%, -2%, -3%, 3%, -24%, ?, ?
33. Cc1cccc(/C=C/c2onc(C)c2S(=O)(=O)N2CCC(C(=O)N3CCCCCC3)CC2)c1
 : -3%, -4%, -20%, ?, -7%, -3%, -17%, 2.8µM*, 4%
43. COc1ccc(C)cc1N(CC(=O)Nc1cccnc1)S(=O)(=O)c1ccc(C)cc1
 : -11%, 12%, 20%, 8%, -9%, -14%, -11%[0.397 µM], ?, -29%

# An unsorted share of the library; overall some 9.4% were active at least once.
